From PubChem
hDAT+cocaine: human DAT dopamine uptake with cocaine, either direction | Q01959 | LLC-PK1 hDAT cells, [14C]-dopamine uptake with cocaine IC80; actives deviate in either direction | B-score at 10 µM | hit rate 1.3% among 110,000 | AID 449768;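 active means Z score or B-score, a plate-position-corrected score, falls beyond the plate's 99.7% confidence bounds, in either direction; inactive means both scores lie inside the 99.7% bounds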;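 further: scored against the spread of the other compound wells on the same plate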
sEH inhibitor: blocks human soluble epoxide hydrolase activity; recombinant human sEH enzymatic activity assay; inhibition, % at 2 µM; hit rate 0.34% among 91,000; AID 707; in the data active means inhibition above about 80%; further: values of inactives mirror those of a sister screen read the other way; many of its hits are not listed in these tables
PostGolgi ctrl: inhibits growth of the yeast control strain; hit rate 5% among 98,000; inhibition, % at 10 µM; efflux-deficient yeast background strain, growth absorbance A615, 16 h
PostGolgi yeast: growth inhibition of a yeast mutant, post-Golgi transport screen; hit rate 0.9% among 98,000; AID 739; post-Golgi transport phenotypic cell assay; inhibition, % at 10 µM;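 further: yeast cells grown in 1536-well plates; yeast grown about 18 h at 30C before absorbance read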
sEH activator: activators of human soluble epoxide hydrolase; P34913; purified human sEH enzymatic activity, activator screen; activation, % at 2 µM; hit rate 0.04% among 91,000; in the data active means activation above about 37%; further: values of inactives mirror those of a sister screen read the other way
CYP2C19 act: increases human CYP2C19 enzyme activity. P33261. AID 1025. activation factor at 5 µM. 96,000 tested, under 10 active. recombinant CYP2C19, luciferin-H EGE luminescence; stronger effect = higher value; 0 = fully inhibited enzyme, 1 = untreated enzyme;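 active means activation factor of at least 2 at 5 µM in the primary screen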;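 further: 0 = wells with 2.5 mM tranylcypromine and 1 = vehicle-only wells; values of inactives mirror those of a sister screen read the other way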
Target sequence (P33261 whole entry, looked up): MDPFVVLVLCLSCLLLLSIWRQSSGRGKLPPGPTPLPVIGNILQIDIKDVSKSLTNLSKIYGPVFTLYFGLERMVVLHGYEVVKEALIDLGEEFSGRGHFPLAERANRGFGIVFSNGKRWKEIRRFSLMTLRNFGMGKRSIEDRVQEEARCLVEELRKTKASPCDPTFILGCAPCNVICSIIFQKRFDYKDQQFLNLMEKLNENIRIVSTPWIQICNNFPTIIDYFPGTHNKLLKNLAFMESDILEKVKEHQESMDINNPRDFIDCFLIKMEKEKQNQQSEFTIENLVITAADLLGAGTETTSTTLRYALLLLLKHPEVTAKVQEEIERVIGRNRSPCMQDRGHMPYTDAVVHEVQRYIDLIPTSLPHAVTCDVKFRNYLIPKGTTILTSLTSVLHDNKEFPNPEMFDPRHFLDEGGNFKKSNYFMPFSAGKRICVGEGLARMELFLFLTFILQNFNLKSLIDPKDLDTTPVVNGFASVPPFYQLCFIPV
CYP2C19 inhib: inhibitors of human CYP2C19. P33261. CYP2C19 Supersomes, luciferin-H EGE luminescence, 30 min. inhibition, % at 5 µM. hit rate 21% among 96,000. AID 778;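 active means CYP2C19 inhibition above a set limit at 5 µM in the primary screen, cut at about 50% in these data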;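 further: plate controls were negative control wells for no effect and 2.5 mM tranylcypromine positive control for full effect; values of inactives mirror those of a sister screen read the other way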
S1P2 blocker: S1P2 (human) receptor antagonism; O95136; cell-based S1P2 antagonist assay, inhibition at 5 uM; inhibition, % at 5 µM; hit rate 0.21% among 97,000; AID 736; in the data active means inhibition above about 45%;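 further: CRE beta-lactamase reporter cells expressing human S1P2 stimulated with S1P; 0% = agonist at EC80 alone and 100% = agonist plus reference antagonist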
Target sequence (O95136 whole entry, looked up): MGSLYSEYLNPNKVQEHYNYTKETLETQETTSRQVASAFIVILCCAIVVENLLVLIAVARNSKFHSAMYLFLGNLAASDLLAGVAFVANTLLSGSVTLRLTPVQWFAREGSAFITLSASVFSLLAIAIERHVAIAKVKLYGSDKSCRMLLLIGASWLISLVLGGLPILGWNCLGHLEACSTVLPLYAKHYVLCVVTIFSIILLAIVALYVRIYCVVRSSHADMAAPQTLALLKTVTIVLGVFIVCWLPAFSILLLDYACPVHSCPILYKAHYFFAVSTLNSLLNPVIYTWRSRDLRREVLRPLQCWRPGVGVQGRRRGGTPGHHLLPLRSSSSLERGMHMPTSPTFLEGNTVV
S1P2 ag: agonists of human S1P2 receptor | S1P2-expressing cell line, agonist reporter read-out | activation, % at 4.5 µM | hit rate 0.46% among 97,000 | AID 729; in the data active means activation above about 16%;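 further: 0% = vehicle low control and 100% = maximal reference agonist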
* marks the source's active call; other numbers are inactive results; / = no result given; & = joins results of further samples. Unless noted, no stated cut-off is given here; in the data, active means inhibition above about 30%; inactive means the rest.

Sample of the layout, two compounds:
Second line of a record: CYP2C19 inhib | S1P2 ag | sEH activator | CYP2C19 act | S1P2 blocker | sEH inhibitor | PostGolgi yeast | PostGolgi ctrl | hDAT+cocaine
> COC(=O)CSc1c(-c2ccccc2)c2cc(Cl)ccc2[nH]c1=O
 : 34 | -5 | 11 | 0.7 | -1 | -10 | 2 | 28 | 1.4
> CCn1c(SCC(=O)Nc2cccc(C(C)=O)c2)nnc1C(C)C
 : 9 | -2 | -10 | 0.9 | 14 | 9 | -3 | 5 | 0.07

The list itself, from the first entry:
Second line of a record: CYP2C19 inhib | S1P2 ag | sEH activator | CYP2C19 act | S1P2 blocker | sEH inhibitor | PostGolgi yeast | PostGolgi ctrl | hDAT+cocaine
> COC(=O)CSc1c(-c2ccccc2)c2cc(Cl)ccc2[nH]c1=O
 : 34 | -5 | 11 | 0.7 | -1 | -10 | 2 | 28 | 1.4
> CCn1c(SCC(=O)Nc2cccc(C(C)=O)c2)nnc1C(C)C
 : 9 | -2 | -10 | 0.9 | 14 | 9 | -3 | 5 | 0.07
> C/C(=N\N=C(c1ccccc1)c1ccccc1)c1cccs1
 : -4 | -4 | 11 | 1 | 7 | -9 | -7 | 8 | 0.14
> O=C(CSc1ncnc2c1nnn2-c1ccc(F)cc1)NCc1ccco1
 : / | -1 | -1 | / | -11 | 1 | / | / | 0.27
> CCCSc1nc(C)c(CC(=O)OCC)c(=O)[nH]1
 : -6 | -3 | / | 1.1 | 1 | / | 17 | -2 | 0.24
> COC(=O)c1ccc(C(=O)OC)c(NC(=O)CSCc2ccc(Cl)cc2)c1
 : 3 | -4 | -3 | 1 | 0 | 2 | -6 | 11 | -0.85
> CCOC(=O)c1nn(-c2ccccc2C)c2nc(CC(C)C)c(C#N)c(=O)n12
 : / | -3 | -9 | / | -2 | 8 | / | / | -0.3
> COc1ccc(N2CCN(C(=O)CCNS(=O)(=O)c3ccc(Br)s3)CC2)cc1
 : 80* | -4 | 3 | 0.2 | -7 | -2 | 84* | 3 | -0.049
> CCN(CC(=O)Nc1ccc2c(c1)OC(F)(F)O2)Cc1nc2ccccc2c(=O)[nH]1
 : 88* | -5 | 12 | 0.1 | 2 | -14 | -7 | 9 | 0.19
> CC(=O)Oc1cccc(N2C(=O)C3C(C2=O)C2C=CC3C23CC3)c1 (centres undefined)
 : 31 | 0 | -5 | 0.7 | 28 | 6 | 5 | -3 | -1.9
> O=C(NCc1cn2ccsc2n1)c1cccs1
 : -4 | -4 | -2 | 1 | 0 | 6 | -1 | 2 | 0.035
> CCC(=O)N1CCc2cc(Br)cc(S(=O)(=O)CCC(=O)NCc3ccco3)c21
 : / | -2 | -2 | / | 7 | 2 | 4 | -4 | 0.032
> CC(=O)Oc1ccc(-c2nc(-c3cccnc3)no2)cc1
 : 95* | -4 | 8 | 0.1 | 10 | -4 | -6 | 0 | -0.4
> Cc1oc(C)c2c(=O)ccc3c(c12)OC(N)=C(C#N)C3c1ccc(F)cc1 (centres undefined)
 : 50* | / | / | 0.5 | / | / | -1 | -5 | -0.0097
> Cc1ccc(CC(=O)NCCCc2ccccc2)cc1
 : 79* | -8 | -31 | 0.2 | 1 | 30 | -4 | 4 | -0.13
> COCc1nnc(NC(=O)c2ccc(S(=O)(=O)N(C)c3ccccc3)cc2)o1
 : 5 | -4 | -18 | 0.9 | 6 | 18 | -3 | -10 | -0.072
> O=C(c1n[nH]c(=O)c2ccccc12)N1CCOCC1
 : -2 | -4 | / | 1 | 10 | / | -3 | 3 | 0.53
> COCCn1c(C)cc(C(=O)CSc2nnc(-c3cccnc3)n2-c2ccccc2F)c1C
 : 13 | -1 | 6 | 0.9 | 10 | -9 | 3 | -2 | 0.69
> O=C(CSCc1c(F)cccc1Cl)NCC1CCCO1 (centres undefined)
 : 53* | -3 | -5 | 0.5 | 5 | 4 | 0 | 1 | -0.0046
> NC(=O)c1ccccc1NS(=O)(=O)c1ccc2c(c1)OCCO2
 : 76* | 1 | -3 | 0.2 | -12 | 5 | -5 | 9 | -0.0012
> CC(C)(C)C(=O)/C=C(\N)c1ccncc1
 : 35 | -6 | 0 | 0.7 | 17 | 2 | -7 | 6 | 0.055
> CCN=C1Cn2c(nc3scc(-c4ccccc4)c3c2=O)CN1CC
 : 10 | -5 | 14 | 0.9 | -5 | -16 | 11 | 2 | -0.062
> COc1ccc(NS(=O)(=O)c2ccc(NS(=O)(=O)c3ccc(C)cc3)cc2)nn1
 : -3 | / | / | 1 | / | / | -7 | 2 | 0.046
> CC1(C)CC(=O)C=C(NCCN2CCN(C(=O)Nc3ccc(Cl)c(Cl)c3)CC2)C1
 : 66* | -6 | -47 | 0.3 | -20 | 48 | -3 | 4 | -0.26
> COc1ccc(S(=O)(=O)N(C)CC(=O)NCc2cccnc2)cc1OC
 : 12 | 0 | 12 | 0.9 | -18 | -10 | -3 | 2 | -0.38
> CCc1ccc2c(c1)cc(CN(C(=S)Nc1ccc(Cl)cc1)C1CC1)c1nnnn12
 : 8 | -4 | / | 0.9 | 7 | / | 10 | 15 | 1.2
> COc1cc(NC2c3ccccc3C(=O)N2Cc2ccc3c(c2)OCO3)cc(OC)c1OC (centres undefined)
 : 98* | -3 | 0 | 0 | 10 | -3 | -6 | 14 | 0.24
> Cc1ccc(Cl)cc1N1CCN(Cc2nc3c(c(=O)[nH]c(=O)n3C)n2CCc2ccccc2)CC1
 : / | -5 | 6 | / | 3 | -5 | / | / | -0.32
> O=C(Nc1nnc(CCc2ccccc2)s1)C1CCCO1 (centres undefined)
 : 16 | -5 | 17 | 0.8 | -4 | -19 | -6 | 3 | -0.21
> C=CCOc1cccc(C2C(C(=O)c3ccc(C)o3)=C(O)C(=O)N2Cc2ccncc2)c1 (centres undefined)
 : 12 | -1 | -9 | 0.9 | -5 | 9 | -1 | -1 | -0.97
> O=C1CCCC2=C1C(c1ccc(Br)cc1)c1c([nH]c(=S)[nH]c1=O)N2 (centres undefined)
 : -11 | -3 | 2 | 1.1 | 14 | 1 | 8 | 11 | 0.57
> CCCN1CC=C2C(C#N)=C(N)C(C#N)(C#N)C(c3cccc(OC)c3OC)C2C1 (centres undefined)
 : 44 | / | / | 0.6 | / | / | -2 | -3 | 0.0026&-0.00033
> CC(C)(C)NC(=O)c1cccc(NC(=O)c2cccc(O)c2)c1
 : -7 | -7 | 2 | 1.1 | 29 | 0 | -10 | 2 | 0.85
> CCc1nc(CNC(=O)c2cc(OC)c(OC)c(OC)c2)no1
 : 8 | -14 | -10 | 0.9 | -5 | 10 | -6 | -2 | -0.28
> CCOC(=O)NC(c1cccc(Cl)c1)C1CCCCCC1=O (centres undefined)
 : 97* | 0 | 12 | 0 | 25 | -12 | -5 | 4 | 0.077
> CC(=O)Nc1nc(CCC(C)C)cc2c1c(=O)oc1ccccc12
 : 14 | -3 | -3 | 0.9 | 2 | 2 | -3 | 2 | -1.6
> O=C(c1ccc(F)cc1F)N1CCN(c2ncccn2)CC1
 : 44 | -5 | 3 | 0.6 | 21 | -1 | 8 | 13 | 0.69
> CCOc1ccc(NC(=O)CN(C)S(=O)(=O)c2cccs2)cc1
 : 20 | -8 | 3 | 0.8 | -6 | -2 | 0 | 11 | -0.028
> CCC(C)n1c(SCC(=O)Nc2ccccc2C(F)(F)F)nc2ccsc2c1=O (centres undefined)
 : 46 | -7 | 3 | 0.5 | 2 | 0 | 2 | 23 | 0.084
> C/C(Cc1ccccc1)=N\NC(=O)CCCCCC(=O)N/N=C(\C)Cc1ccccc1
 : 57* | -5 | -58 | 0.4 | -17 | 61 | -4 | -1 | -0.066
> CCCOc1ccc([N+](=O)[O-])cc1C1NC(=S)NC(c2ccccc2)=C1C(=O)OCC (centres undefined)
 : 20 | 0 | -5 | 0.8 | -20 | 4 | 3 | 25 | -0.36
> COc1ccc(-n2nc(C(=O)NCC(=O)NCc3ccco3)c3ccccc3c2=O)cc1Cl
 : -2 | -6 | 3 | 1 | 4 | -3 | -2 | -9 | -0.00012
> Cc1ccc(NC(=O)Cn2c(=O)n(CCCCC(=O)NCc3ccco3)c(=O)c3ccccc32)cc1
 : 46 | -4 | -8 | 0.5 | -10 | 9 | -17 | -2 | -1
> CCOC(=O)N1CCC(N(C(=O)Nc2ccc(CC)cc2)C(C)CC)CC1 (centres undefined)
 : 15 | -4 | -6 | 0.9 | -3 | 5 | 0 | 30* | 0.86
> Cc1nn(C)cc1C1C2=C(CC(C)(C)CC2=O)N(c2ccccc2)C2=C1C(=O)CC(C)(C)C2
 : 20 | -1 | -7 | 0.8 | 9 | 8 | 3 | 2 | -0.058
> O=C(COc1ccccc1)n1nc(-c2ccc(Cl)cc2)nc1NCc1ccco1
 : 69* | -2 | -6 | 0.3 | -2 | 4 | -4 | 14 | 0.058
> Cc1oc2cc(OCC(=O)O)ccc2c(=O)c1Oc1ccccc1
 : 13 | -7 | -7 | 0.9 | -9 | 6 | -2 | 6 | 0.21
> CC(O)CN1C(=O)C(CC(=O)Nc2ccc(Cl)cc2)SC1=Nc1ccccc1 (centres undefined)
 : 72* | -1 | -9 | 0.3 | 7 | 7 | 0 | 28 | 0.62
> CC(=O)Oc1ccc(/C=N/NC(=O)C2CCCN2S(=O)(=O)c2ccc(Cl)cc2)cc1 (centres undefined)
 : 12 | -2 | -3 | 0.9 | -43 | 1 | -4 | 9 | -0.088
> CC(C)C(NC(=O)OCc1ccccc1)C(=O)OCC(=O)N1CCCCC1 (centres undefined)
 : 46 | -5 | -9 | 0.5 | 15 | 6 | -7 | 12 | 0.092
> Cc1cc(Cl)c(S(=O)(=O)NC(C(=O)O)C(C)C)cc1OCC(=O)NC1CCCCC1 (centres undefined)
 : 3 | -5 | 1 | 1 | 5 | -2 | 4 | 1 | 0.19
> Cc1ccc2c(c1)-c1c(ssc1=S)C(C)(C)N2C(=O)CN1C(=O)c2ccccc2C1=O
 : 25 | -4 | 25 | 0.7 | 10 | -23 | 0 | 60* | 0.026
> Cc1ccc(C(=O)C2C(c3cccs3)NC(=O)NC2(O)C(F)(F)F)cc1 (centres undefined)
 : -15 | -4 | 1 | 1.2 | -3 | -1 | 13 | 1 | 0.59
> CS(=O)(=O)N1CCC(C(=O)NCc2ccc(F)cc2Cl)CC1
 : 2 | / | / | 1 | / | / | 11 | -2 | 0.17
> O=C1CC(c2ccco2)CC2=C1C=Nc1ccccc1N2 (centres undefined)
 : 63* | -5 | 6 | 0.4 | 25 | -2 | -5 | 8 | -0.83
> COc1ccc(-c2nnc(SCC(=O)/C(C#N)=C(\C)N)o2)cc1
 : 26 | -1 | / | 0.7 | 5 | / | 22 | 3 | -0.47
> O=C(NCc1cccs1)c1cc(-c2ccccc2)on1
 : 13 | -5 | -9 | 0.9 | 8 | 11 | -6 | 21 | 0.11
> CSc1nc2ccc3nc(NC(=O)c4ccccc4)sc3c2s1
 : -10 | -3 | / | 1.1 | 7 | / | -1 | -8 | -0.033
> CC1(C)C2CCC13CS(=O)(=O)N[C@@H]3C2 (some centres undefined)
 : 10 | -4 | -8 | 0.9 | -11 | 8 | 9 | 28 | -0.28
> CCN1CCN(CCCOc2ccc(-c3ccccc3)cc2)CC1
 : -13 | -2 | 8 | 1.1 | 22 | -6 | -1 | 16 | 0.58
> C=CCn1c(SCc2ccc(C#N)cc2)nnc1-c1ccccc1
 : 43 | -5 | 1 | 0.6 | 18 | -1 | -2 | 11 | 1.5
> CC1(C)C(=O)Nc2ccccc2N1C(=O)COc1ncnc2ccccc12
 : 12 | -4 | 9 | 0.9 | 13 | -8 | -11 | -3 | -0.68
> CCN1CCN(C(=O)c2ccc3c(c2)N(Cc2ccc(F)cc2)C(=O)c2ccccc2S3=O)CC1 (centres undefined)
 : / | -2 | -1 | / | -8 | 1 | 4 | 0 | -0.017

Copied from the results shown, 2 compounds:
Second line of a record: CYP2C19 inhib | S1P2 ag | sEH activator | CYP2C19 act | S1P2 blocker | sEH inhibitor | PostGolgi yeast | PostGolgi ctrl | hDAT+cocaine
> CCCOc1ccc([N+](=O)[O-])cc1C1NC(=S)NC(c2ccccc2)=C1C(=O)OCC (centres undefined)
 : 20 | 0 | -5 | 0.8 | -20 | 4 | 3 | 25 | -0.36
> COc1ccc(-n2nc(C(=O)NCC(=O)NCc3ccco3)c3ccccc3c2=O)cc1Cl
 : -2 | -6 | 3 | 1 | 4 | -3 | -2 | -9 | -0.00012
